S2 tox: cell viability loss in ATXN counter-screen; S2 cells (HEK-293 line with an ATXN2-luciferase reporter) viability, CellTiter-Fluor protease fluorescence, 24 h; Potency, µM (titrated, usually from 56.7 µM), hits mostly cytotoxic; 400,000 compounds, 0.49% hits; note: potency is the fitted concentration of half-maximal effect; nearly all actives have a fitted effect of over 40% in size
KB-3-1 cytotox: kills parental KB-3-1 adenocarcinoma cells; 400,000 compounds, 1.4% hits; AID 1347075; Potency, µM (highest dose often 46.1 µM), for inactives: at the highest dose activity change, negative = cytotoxic, usual class: cytotoxic; KB-3-1 viability, CellTiter-Glo ATP luminescence, 72 h; note: potency is the fitted concentration of half-maximal effect; % is set by controls: 0 for no effect and ±100 for the full control effect; nearly all actives have a fitted effect of over 60% in size
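KB-3-1 cells, DMEM (no phenol red) + 10% FBS; compound by pin transfer, 72 h, 37 °C. Readout: CellTiter-Glo luminescence after 10 min. Data normalized, curve-fitted.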
IL1B secr inh: inflammasome signaling inhibition, IL-1 beta readout; activity change, % at 57.5 µM; 360,000 compounds, 4.7% hits; THP-1 LPS/ATP IL-1B secretion, AlphaLISA, 16 h; stronger effect = lower value; in the data active = activity change below about -50%; inconclusive = mostly about -30% to -49%; note: % is set by controls: 0 for no effect and ±100 for the full control effect
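THP-1 cells pretreated 1 hr with compounds (up to 57.5 uM final), then stimulated with LPS (250 ng/mL final) plus ATP (1.25 mM final); secreted IL-1B measured by AlphaLISA after 16 hr, decreased signal indicating inhibition.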
HT1080 IDH1KD tx: HT-1080 IDH1 knockdown cell toxicity (counter line) | Potency, µM (series often up to 46.1 µM), inactives show at the highest dose activity, negative = toxicity, usual class: cytotoxic | 360,000 compounds, 2% hits | HT-1080 IDH1 knockdown viability, ATP luminescence, 48 h | AID 686971;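 note: potency is the fitted concentration of half-maximal effect; 0% = DMSO wells and -100% = cell-free medium wells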
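In this qHTS, HT-1080 cells depleted of IDH1 are exposed for 48 h at 37 °C to compound titrations. Toxicity is scored from CellTiter-Glo luminescence, with DMSO as full viability and medium alone as none.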
MCF10A rereplic: DNA re-replication induction in MCF 10a cells. MCF 10A DNA re-replication, Hoechst nuclear intensity, 48 h. Potency, µM (titrated, usually from 46.1 µM), without a hit: top-dose activity, positive = re-replication, most hits filed as activators. 350,000 compounds, 2.9% hits; note: potency is the fitted concentration of half-maximal effect; % of control where 0% means no effect; nearly all actives have a fitted effect of over 50% in size
SW480 rerep: DNA re-replication induction in SW480 cells. Potency, µM (highest dose often 46.1 µM), for the others: top-dose re-replication activation, hits mostly activators. 340,000 compounds, 1.8% hits. SW480 DNA re-replication, Hoechst DNA content imaging, 48 h; note: potency is the fitted concentration of half-maximal effect; % of control where 0% means no effect; nearly all actives have a fitted effect of over 55% in size
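Image-based DNA-content assay: after two days of treatment, nuclei were labelled with the DNA dye Hoechst and imaged, and hits were compounds raising the count of nuclei showing high fluorescence intensity.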
ATXN2 expr inh: inhibitors of ATXN2 expression | HEK-293 ATXN2-luciferase reporter, luminescence, 24 h | AID 1745845 | 360,000 compounds, 0.72% hits | Potency, µM (top dose mostly 57 µM), for inactives: at the highest dose activity change, negative = inhibition, usual class: inhibitors; note: potency is the fitted concentration of half-maximal effect; % is set by controls: 0 for no effect and ±100 for the full control effect; nearly all actives have a fitted effect of over 55% in size
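ATXN2-luciferase reporter cells (luciferase flanked by upstream and downstream ATXN2 gene portions) were treated 24 h at 37 °C with compounds at up to 57 uM. SteadyGlo luminescence gave expression; GF-AFC fluorescence gave viability.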
HepG2 tox: kills HepG2 cells in TGF-b inhibitor counter-screen. HepG2 CAGA-GFP viability, ATP luminescence, 18 h. Potency, µM (doses to about 46.1 µM), for the others: at the highest dose activity change, negative = cytotoxicity, actives largely listed as cytotoxic. 410,000 compounds, 0.76% hits; note: potency is the fitted concentration of half-maximal effect; some results filed as inactive show a strong effect at the top dose
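HepG2 CAGA-GFP cells (1000/well, DMEM with 1% FBS) received compound, then TGF-beta at 500 pg/mL final, and were incubated 18 hours at 37 degrees C. Viability was read by CellTiter-Glo luminescence. Media-only wells were set as complete cell-killing and DMSO as no toxicity.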
HT1080NT lethal: kills 2HG-producing HT-1080-NT fibrosarcoma cells; HT-1080-NT fibrosarcoma viability, CellTiter-Glo ATP luminescence, 48 h; Potency, µM (highest dose often 46.1 µM), without a hit: top-dose activity, negative = less viability, most hits filed as cytotoxic; 360,000 compounds, 1.6% hits; AID 686970;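 note: NT is the 2HG producing partner of a matched IDH1 knockdown line; potency is the fitted concentration of half-maximal effect; 0% = DMSO-treated cells and -100% = media-only wells without cells; nearly all actives have a fitted effect of over 55% in size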
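Luminescent CellTiter-Glo readout after 48 hours of compound exposure at 37 degrees C defined viability of HT-1080-NT cells. Activity was normalized to DMSO wells and cell-free media wells; concentration-response curves were fitted and assigned curve classes.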
The depositor's hits bear a star; i = inactive; ? = inconclusive; · = not tested or not shown; [ ] = remark or other dose. Unless noted, calls come from the whole dose curve; as a rule, active = well fitted curve in the direction sought with a large enough effect; inconclusive = small, poorly fitted or top-dose-only effect, or another doubt; inactive = no such curve, though single readings can be large; an effect the other way counts as inactive or inconclusive.

The line under a structure holds: S2 tox	KB-3-1 cytotox	IL1B secr inh	HT1080 IDH1KD tx	MCF10A rereplic	SW480 rerep	ATXN2 expr inh	HepG2 tox	HT1080NT lethal
(1) O=C(Cn1sc2ccccc2c1=O)NC12CC3CC(CC(C3)C1)C2
→ ?	-20%	-99*	?	?	?	-33%	5.6µM*	-9%
(2) Cc1ccc(NC(=O)c2cc(S(=O)(=O)N(C)C)ccc2N2CCCC2)cc1S(=O)(=O)N(C)C
→ i	20%	-14	-4%	4%	0%	2%	-10%	0%
(3) CC1(C)Oc2ccc3ccc(=O)oc3c2C(N2CCCCC2)C1O (stereo unspecified)
→ i	-4%	-3	3%	-177%[0.0737 µM]	-44%[inhibitor]	8%	10%	7%
(4) O=C(Nc1ccccn1)NC1CCCCC1
→ i	-1%	17	2%	0%	-4%	55%[activator]	9%	2%
(5) CCN(Cc1ccncc1)C(=O)c1ccc(C)o1
→ i	16%	-3	18%	5%	?	1%	12%	0%
(6) CCc1ccccc1NC(=S)N1CCN(c2ccccc2F)CC1
→ i	2%	6	4%	1%	-3%	13%	16%	-2%
(7) COc1ccc(NC(=O)[C@H](C)NC(=O)C2CCN(S(=O)(=O)c3ccc(OC)cc3)CC2)cc1
→ i	-4%	?	-4%	-2%	-8%	-3%	-8%	10%
(8) O=C(Nc1ccc(Br)cc1)c1cccc(S(=O)(=O)N2CCc3ccccc32)c1
→ i	?	·	·	·	·	?	-21%	·
(9) COC(=O)C1CC2(C(=O)OC)CC(C(=O)OC)(CC(C(=O)OC)C2=O)C1=O (stereo unspecified)
→ i	-4%	-15	-7%	-1%	14%	0%	-4%	-3%
(10) CN(Cc1ccon1)Cc1cn(C)nc1-c1ccc(Oc2ccccc2)cc1
→ i	4%	41	-22%	-2%	4%	-21%	-8%	0%
(11) O=C(N/N=C/c1cccc([N+](=O)[O-])c1)c1cccs1
→ i	2%	0	6%	1%	-3%	49%[activator]	-19%	7%
(12) O=C(C1CCCCC1)N1CCC2CC1c1cc(N3CCCCC3)ccc12 (stereo unspecified)
→ i	3%	51	3%	·	·	1%	-19%	1%
(13) O=C(c1cnn2c1NC(c1ccc(Br)cc1)CC2C(F)(F)F)N1CCN2CCCC2C1 (stereo unspecified)
→ i	-16%	-7	?	?	?	?	-44%	?
(14) O=C(COC(=O)c1ccccc1SCC(=O)N1CCCC1)Nc1ccccc1C(F)(F)F
→ i	8%	18	-10%	1%	-1%	20%	-21%	2%
(15) N#CC1=C(N)Oc2cc(N)ccc2C1c1ccc(F)cc1F (stereo unspecified)
→ i	?	-23	?	21µM*	23µM*	-35%	-13%	?
(16) CCOc1ccc(N(C)S(=O)(=O)c2cc(-c3cc(C)no3)ccc2C)cc1
→ ?	?	-19	?	?	21µM*	?	-16%	-15%
(17) COc1ccc2[nH]c(=O)c(CN(Cc3ccc4c(c3)OCO4)C(C)=O)cc2c1
→ i	4%	-2	3%	0%	-2%[9.22 µM]	-2%	-4%	-1%
(18) COc1cccc(/C=C2\SC(=O)N(CC(=O)NCCCn3ccnc3)C2=O)c1
→ i	0%	-24	-12%	?	5%	21%	-10%	-5%
(19) Cc1ccc(NC(=O)c2ccc3c(c2)S(=O)(=O)c2ccccc2C3=O)cc1S(=O)(=O)N1CCOCC1
→ i	-34%	-11	-2%	-1%	-3%	-24%	-33%	-2%
(20) Nc1nc(-c2ccco2)nn1C(=O)c1ccccc1Cl
→ i	6%	-3	?	22%	2%	-20%	-16%	18%
(21) COc1ccc(Cl)cc1NC(=O)CN(C)C(=O)Cc1ccc2c(c1)CCC2
→ i	-9%	?	-24%	5%	3%	0%	-2%	-7%
(22) COC(=O)c1ccc2c(c1)N(C)C(=O)CS2
→ i	15%	18	6%	0%	-1%	6%	-23%	8%
(23) COc1cccc(NC(=O)c2ccc(NC(C)=O)cc2)c1
→ i	10%	19	24%	-4%	-10%	14%	1%	30%
(24) Cc1c(C(=O)Nc2cccc(F)c2)cnn1-c1ccccc1
→ i	-6%	-23	-20%	-1%	0%	54%[activator]	-16%	-1%
(25) Cc1ccc(CSc2nc3ccccc3c(=O)[nH]2)cc1
→ i	3%	29	-17%	32%	7%	18%	-6%	-9%
(26) COC(=O)[C@@H]1CCCN1C(=O)c1ccc(OC2CCN(Cc3ccccn3)CC2)cc1
→ i	-1%	3	-4%	7%	13%	9%	-2%	-4%
(27) Cc1ccc(C(=O)NC2CCCc3ccccc32)cc1[N+](=O)[O-] (stereo unspecified)
→ i	-3%	-18	13µM*	?	?	0%	5%	?
(28) CC(C)CC(=O)Nc1ccc2c(c1)nc(CCN1CCOCC1)n2C
→ i	-5%	11	0%	-5%	-17%	·	16%	0%
(29) COc1ccc(CN2C(=O)c3cccc4cccc2c34)cc1F
→ i	0%	-6	-27%	21µM*	?	-19%	5%	-20%
(30) O=[N+]([O-])C(C1CCS(=O)(=O)C1)C1CCS(=O)(=O)C1 (stereo unspecified)
→ i	13%	-4	-10%	0%	-2%	-9%	-8%	14%
(31) CCNc1ccc(C(=O)NN=C2CCCC2)cc1[N+](=O)[O-]
→ i	?	15	?	4%	-4%	-9%	-5%	?
(32) COc1ccc2c(Sc3ccc(C)cc3)c(C(=O)NCc3ccc(F)cc3)[nH]c2c1
→ i	1%	·	·	·	·	11%	0%	·
(33) COC(=O)N(NC(=O)C(O)(c1ccccc1)c1ccccc1)c1ccccc1
→ i	-5%	6	6%	19%	3%	?	3%	6%
(34) Cc1ccc(OC(=O)c2ccc3nc(C)sc3c2)cc1
→ ?	8%	0	4%	-1%	-31%[inhibitor]	-25%	2%	11%
(35) COc1cc(/C=N/N2CCN(Cc3ccc(C)cc3)CC2)cc(OC)c1O
→ i	-3%	5	-8%	12%	?	-33%	-39%	-6%
(36) O=C(c1ccc(COc2ccccc2Br)o1)N1CCCCCC1
→ i	-1%	-14	-21%	-6%	-6%	2%	-25%	3%
(37) COc1ccccc1OCc1nc(Cc2ccc(Cl)cc2)no1
→ i	4%	-8	12%	-4%	-5%	0%	-28%	18%
(38) Cc1nn(-c2cccc(C(F)(F)F)c2)c(=O)c2noc(C)c12
→ i	2%	-17	19%	-2%	1%	-5%	20%	?
(39) O=C(Cn1c(C(F)(F)F)nc2ccccc21)NCCN1CCCC1
→ i	-2%	0	-15%	0%	-8%	-11%	-1%	1%
(40) N#CC1(Nc2ccc3c4c(cccc24)CC3)CCCCC1
→ i	-18%	0	-19%	·	·	·	-14%	-7%
(41) CN(C)c1nc(-c2ccccc2)nc(-c2ccc(Cl)cc2)c1C#N
→ ?	0%	-16	12%	?	0%	-10%	3%	0%
(42) CCOC(=O)Cn1c(CN(Cc2ccccc2)Cc2ccccc2)nc2c1c(=O)[nH]c(=O)n2C
→ i	2%	-11	3%	-6%	0%	6%	-20%	0%
(43) COc1ccc(CCNC(=O)Nc2nc(CN)cs2)cc1OC
→ ?	0%	1	3%	·	·	-1%	1%	0%
(44) Cc1ccc(C)c(N2CCN(CCCNC(=O)c3ccc4nc(N5CCC(C)CC5)sc4c3)CC2)c1
→ i	21µM*	·	·	·	·	31%[activator]	-14%	·
(45) COc1ccc(N)cc1S(=O)(=O)Nc1ccccc1Cl
→ i	7%	17	4%	-3%	-1%	0%	7%	21%
(46) CCn1c(-c2cc(-c3cc(C)ccc3C)nc3ccccc23)n[nH]c1=S
→ i	-10%	-7	10%	5%	10%	-14%	11%	1%

Molecules above that have fluorine, in the order listed:
The line under a structure holds: S2 tox	KB-3-1 cytotox	IL1B secr inh	HT1080 IDH1KD tx	MCF10A rereplic	SW480 rerep	ATXN2 expr inh	HepG2 tox	HT1080NT lethal
(6) CCc1ccccc1NC(=S)N1CCN(c2ccccc2F)CC1
→ i	2%	6	4%	1%	-3%	13%	16%	-2%
(13) O=C(c1cnn2c1NC(c1ccc(Br)cc1)CC2C(F)(F)F)N1CCN2CCCC2C1 (stereo unspecified)
→ i	-16%	-7	?	?	?	?	-44%	?
(14) O=C(COC(=O)c1ccccc1SCC(=O)N1CCCC1)Nc1ccccc1C(F)(F)F
→ i	8%	18	-10%	1%	-1%	20%	-21%	2%
(15) N#CC1=C(N)Oc2cc(N)ccc2C1c1ccc(F)cc1F (stereo unspecified)
→ i	?	-23	?	21µM*	23µM*	-35%	-13%	?
(24) Cc1c(C(=O)Nc2cccc(F)c2)cnn1-c1ccccc1
→ i	-6%	-23	-20%	-1%	0%	54%[activator]	-16%	-1%
(29) COc1ccc(CN2C(=O)c3cccc4cccc2c34)cc1F
→ i	0%	-6	-27%	21µM*	?	-19%	5%	-20%
(32) COc1ccc2c(Sc3ccc(C)cc3)c(C(=O)NCc3ccc(F)cc3)[nH]c2c1
→ i	1%	·	·	·	·	11%	0%	·
(38) Cc1nn(-c2cccc(C(F)(F)F)c2)c(=O)c2noc(C)c12
→ i	2%	-17	19%	-2%	1%	-5%	20%	?
(39) O=C(Cn1c(C(F)(F)F)nc2ccccc21)NCCN1CCCC1
→ i	-2%	0	-15%	0%	-8%	-11%	-1%	1%

High-throughput results as filed in PubChem.
